Screening data (PubChem)
CR mimetic SO: reduction of superoxide in aged yeast, primary screen, HTS; S. cerevisiae aged cells, superoxide DHE fluorescence; active compounds read low; superoxide response (% of plate mean), % at 10 µM; 330,000 tested, 0.18% active; AID 2690, 2010;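 active = superoxide response under a set limit, about three screen SD below normal, cut at about 65% in these data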;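 note: yeast aged for seven days with compound at 30 °C before DHE staining; 100% = average MFI of all compound-treated wells on the plate with controls excluded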
MEP2 TOR yeast: modulators of MEP2-GFP levels in yeast, primary screen, S. cerevisiae, multiplex flow cytometry, MLPCN library. S. cerevisiae MEP2-GFP strain, 3 h; 100% = DMSO control level. GFP response vs DMSO, % at 10 µM. 330,000 tested, 0.51% active;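 active = GFP response versus DMSO above a set limit, roughly screen mean plus 3 SD, cut at about 180% in these data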;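 note: median GFP fluorescence of the barcode-gated MEP2-GFP cells per well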
AHR activator: AHR activators, primary screen, cell-based, luminescence, luciferase reporter, human; 320,000 tested, 2.5% active; AID 2796, 2010; AHR-responsive luciferase reporter cells; activation, % at 5 µM; in the data active = activation above about 47%;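 note: 0% = vehicle wells and 100% = reference agonist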
Target sequence (P35869 whole entry, looked up): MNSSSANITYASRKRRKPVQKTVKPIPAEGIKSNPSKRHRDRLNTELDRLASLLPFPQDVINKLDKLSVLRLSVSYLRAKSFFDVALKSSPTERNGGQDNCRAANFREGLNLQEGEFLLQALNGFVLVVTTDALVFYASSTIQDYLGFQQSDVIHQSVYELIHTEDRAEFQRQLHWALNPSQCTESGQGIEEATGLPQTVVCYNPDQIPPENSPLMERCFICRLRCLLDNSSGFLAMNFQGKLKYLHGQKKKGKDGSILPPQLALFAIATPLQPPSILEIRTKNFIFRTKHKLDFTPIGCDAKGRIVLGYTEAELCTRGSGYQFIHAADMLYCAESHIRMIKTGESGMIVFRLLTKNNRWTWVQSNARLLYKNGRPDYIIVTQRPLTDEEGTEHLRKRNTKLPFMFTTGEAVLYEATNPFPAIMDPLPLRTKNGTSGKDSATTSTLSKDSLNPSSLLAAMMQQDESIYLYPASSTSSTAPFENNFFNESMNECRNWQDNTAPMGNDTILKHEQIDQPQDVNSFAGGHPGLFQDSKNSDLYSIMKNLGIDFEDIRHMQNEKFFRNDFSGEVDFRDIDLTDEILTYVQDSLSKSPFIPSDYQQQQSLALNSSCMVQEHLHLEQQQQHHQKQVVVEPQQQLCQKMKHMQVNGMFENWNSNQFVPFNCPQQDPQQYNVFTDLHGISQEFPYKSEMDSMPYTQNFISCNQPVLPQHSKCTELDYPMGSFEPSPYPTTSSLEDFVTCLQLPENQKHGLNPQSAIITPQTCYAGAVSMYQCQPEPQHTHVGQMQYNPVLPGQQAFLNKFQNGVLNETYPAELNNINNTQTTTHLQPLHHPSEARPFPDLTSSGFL
RPL19A TOR yeast: RPL19A-GFP expression modulators in yeast, primary screen, cell-based, S. cerevisiae, multiplex flow cytometry, MLPCN | percent response vs DMSO, % at 10 µM | S. cerevisiae RPL19A-GFP strain, 3 h; active compounds read low | 330,000 tested, 0.3% active;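 active = percent response vs DMSO below 50%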;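 note: median channel GFP fluorescence of the barcoded RPL19A-GFP strain; ratio of sample median GFP to plate DMSO average so 100% = DMSO; lower means less RPL19A-GFP as with rapamycin TOR inhibition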
CIT2 TOR yeast: modulators of CIT2-GFP expression in yeast, primary screen, S. cerevisiae, GFP fusion, multiplex flow cytometry, MLPCN library. S. cerevisiae CIT2-GFP strain, 3 h; 100 means same as DMSO wells. GFP response vs DMSO, % at 10 µM. AID 2029, 2009. 320,000 tested, 0.065% active;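 active = GFP response relative to DMSO above a set limit, near the screen mean plus 3 SD, cut at about 150% in these data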;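 note: ratio of well median GFP fluorescence to mean of DMSO wells on the plate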
LAP4-GFP MLPCN: modulators of LAP4-GFP expression in yeast, primary screen, S. cerevisiae, multiplex flow cytometry, MLPCN library; 3 h; median GFP as percent of DMSO wells; GFP response vs DMSO, % at 10 µM; 320,000 tested, 0.34% active; AID 2023, 2009;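 active = GFP response vs DMSO above a set limit, about the screen mean plus 3 SD, cut at about 150% in these data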
AGP1-GFP MLPCN: modulators of AGP1-GFP expression in yeast TOR pathway, primary screen, cell-based, multiplex flow cytometry, S. cerevisiae, MLPCN library. 3 h; GFP as percent of DMSO wells. GFP response vs DMSO, % at 10 µM. 320,000 tested, 0.02% active;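 active = GFP response relative to DMSO above a set limit, near screen average plus 3 SD, cut at about 150% in these data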;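 note: median GFP channel fluorescence of the gated AGP1 strain per well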
Efflux pump mplx: inhibitors of Candida efflux pumps in yeast, primary screen, S. cerevisiae, Nile Red, multiplex | inhibition, % at 10 µM | S. cerevisiae Candida pump triplex | 330,000 tested, 0.44% active;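 active = plate passing quality check with inhibition over a set limit, or well fluorescence over plate mean plus 4 SD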;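 note: Nile Red retained in pooled yeast measured as flow cytometry median fluorescence; 0% = buffer negative control and 100% = Enniatin B positive control; higher means more Nile Red kept so more efflux inhibition; some compounds called inactive have numbers as strong as hits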
Numbers without * were called inactive; / = no result given.

SMILES	CR mimetic SO	MEP2 TOR yeast	AHR activator	RPL19A TOR yeast	CIT2 TOR yeast	LAP4-GFP MLPCN	AGP1-GFP MLPCN	Efflux pump mplx
CCN(CC)CCCNC(=O)C(C)n1nc(C)c2sc3ccccc3c2c1=O (configuration not stated)	103	97	1	94	97	95	97	0.1
Cc1cc(C(=O)NNC(=O)c2ccc(S(=O)(=O)N(C)C)cc2)c(C)o1	78	101	2	103	107	97	105	-0.4
CCOc1ccc(C2C(C(=O)C3CC3)N3C=C(C#N)C=CC3C2(C#N)C#N)cc1 (configuration not stated)	109	107	5	106	107	108	109	-0.2
Clc1ccc(-c2cc(-c3nnc4n3CCCCC4)c3ccccc3n2)cc1	93	99	0	102	98	88	93	-1.5
COc1ccc(CN2CCN(C(=O)Cn3c(=O)oc4cc(Cl)ccc43)CC2)c(OC)c1OC	96	104	3	104	104	91	101	0.0
CCCN1CCN(C(=O)C(C)n2nc(C)c3sc4ccccc4c3c2=O)CC1 (configuration not stated)	102	97	-1	94	101	97	99	-0.2
CCOC(=O)[C@@H]1[C@H]2COc3cc(OC)ccc3[C@@H]2N2C(=O)N(c3ccc(Cl)cc3)C(=O)[C@]12C	90	92	-2	102	93	110	91	-0.2
COc1ccc(-c2csc(NC(=O)[C@H](C)N3C(=O)C4CC=CCC4C3=O)n2)cc1OC (some centres not stated)	115	99	1	99	99	104	106	-0.1
CCCCCCCCSc1nnc2[nH]c(=O)cc(N)n12	99	101	1	99	100	102	101	0.1
C=CCNC(=O)C1CC(=O)N(c2ccc(Br)cc2)C1 (configuration not stated)	102	100	6	100	101	104	105	0.1
Cc1ccc(NS(=O)(=O)c2ccc3[nH]c(=O)c(=O)[nH]c3c2)cc1Cl	96	99	3	102	108	110	107	0.1
COc1ccccc1CN1C2CCCC1CC(NC(=O)/C=C/c1ccccc1)C2 (configuration not stated)	99	102	1	102	97	96	99	0.0
CN1CCN(C(=O)c2ccc(Cl)c(S(=O)(=O)N3CCCCC3)c2)CC1	101	93	0	93	94	95	98	-0.1
Cc1cc(C(=O)COc2ccc(Cl)cc2Br)c(C)n1C	94	104	21	111	94	122	97	0.3
COc1ccc(OC)c(NC(=O)Cc2coc3ccc4ccccc4c23)c1	111	99	25	95	80	97	97	0.3
COc1cc(OC)cc(-c2nc3cc(C)ccc3o2)c1	100	112	58*	102	100	109	101	0.0
COc1cc(/C=N/n2cnnc2)ccc1OCCSc1ccc(C)cc1	93	110	6	98	103	106	104	0.1
CC(C)(C)/C=N/NC(=O)CNC(=O)c1ccc2c(c1)OCCO2	98	104	2	98	92	102	96	0.0
Cc1cccc(Cn2ccc(N)n2)c1	97	107	1	99	100	107	109	-0.1
c1ccc2c(c1)nnn2CNc1nccs1	94	97	-1	99	95	87	93	-0.1
COc1cccc(C(=O)Nc2ccc(N3CCN(S(C)(=O)=O)CC3)cc2)c1	87	106	3	101	98	105	103	0.0
COC(=O)c1cccc(NC(=O)c2cc3ccccc3o2)c1	100	98	-12	102	101	94	92	0.0
O=C(CSc1ncnc2ccccc12)NCC(=O)c1ccccc1	100	99	3	96	108	109	113	0.1
Cc1cccc(C(=O)NCCc2ccc(S(N)(=O)=O)cc2)c1[N+](=O)[O-]	98	112	-1	100	112	97	99	0.0
CCOC(=O)C1CCCN(S(=O)(=O)CCNC(=O)c2ccccc2)C1 (configuration not stated)	140	104	1	97	95	100	94	0.6
CN(Cc1ccccc1)C(=O)c1ccc2c(c1)OCO2	103	105	0	102	102	120	110	0.1
O=C(NCc1ccco1)c1ccc2snnc2c1	96	100	-2	96	101	105	101	-0.2
CC1(C)O[C@@H]1COc1c2ccoc2cc2oc(=O)ccc12	94	102	70*	109	86	112	93	-0.1
CCn1c(SCC(=O)NCCc2ccccc2)nnc1-c1cccs1	92	96	3	98	105	100	103	0.0
CCc1ccc(/C=C2\SC(=S)N(CCC(=O)Nc3cc(C)on3)C2=O)cc1	89	99	-8	105	100	94	99	0.3
O=C(Nc1cccc(S(=O)(=O)NC2=NCCC2)c1)C1CCC1	94	96	0	99	106	97	106	-0.1
CCOC(=O)Cc1cnc(NC(=O)c2ccccc2)s1	103	102	3	95	96	103	98	0.0
COc1cccc(C(=O)Nc2cccc(NC(=O)c3ccccc3Cl)c2)c1	101	101	1	102	104	85	100	0.1
COc1ccc(N(CC(=O)NCc2ccc(F)cc2)C(=O)c2snc(C(N)=O)c2N)cc1	96	104	3	101	104	97	105	-0.1
CCc1ccccc1NC(=O)CSc1nnc(C2CC2)n1CC1CCCO1 (configuration not stated)	129	100	0	95	92	94	92	0.5
CC(C)c1nccn1S(=O)(=O)c1cccc([N+](=O)[O-])c1	75	103	1	104	109	101	102	0.0
CCC(C)NC(=O)c1cc2c(=O)n3ccccc3nc2s1 (configuration not stated)	93	112	-2	108	102	95	101	-0.2
CCOC(=O)c1c(NC(=O)Cn2cnc([N+](=O)[O-])n2)sc2c1CCCC2	109	96	11	89	94	119	101	-0.3
O=C(Nc1nccs1)c1ccc(Br)c(S(=O)(=O)N2CCCC2)c1	99	95	20	97	97	78	94	0.2
Cc1c(N(C(=O)CNC(=O)c2ccccc2)C2(C(=O)NC3CCCCC3)CCCCC2)c(=O)n(-c2ccccc2)n1C	97	98	2	99	105	103	108	0.0
COc1cccc(NC(=O)CCN2CCOCC2)c1	107	104	-1	101	103	88	96	0.2
COc1ccc(/C=N/n2c(N)nc(-c3ccccc3)c2-c2ccccc2)cc1	115	103	36	98	97	94	98	0.1
Cc1ccc(C)c(NC(=S)NC(NC(=O)OCc2ccccc2)C(Cl)(Cl)Cl)c1 (configuration not stated)	91	98	1	101	102	97	101	-0.3
O=C1CCc2cc(NS(=O)(=O)c3ccccc3)cc3c2N1CCC3	99	106	19	99	83	90	92	0.2
O=C1c2ccc([N+](=O)[O-])cc2C(=O)N1c1ccc([N+](=O)[O-])cn1	124	97	-1	/	107	93	94	-0.1
CC(=O)Nc1ccc(C2Nc3ccccc3C(=O)N2C2CCCCC2)cc1 (configuration not stated)	113	102	17	104	100	113	102	0.0
O=C(NCc1ccccc1)c1cc(=O)[nH]c2ccccc12	102	92	-1	99	/	97	92	-0.1
NS(=O)(=O)c1ccc(-c2ccc(/C=C3\C(=O)Nc4ccccc43)o2)cc1	91	85	74*	93	79	97	82	0.0
O=[N+]([O-])c1cccnc1NCCc1ccccc1	145	89	43	101	88	96	91	0.2
N#C/C(=N\Nc1ccccc1F)C(=N)N1CCCCC1	86	102	32	98	99	96	99	0.0
CCCc1cc(C(=O)Nc2ccc(F)cc2F)no1	129	102	0	100	101	104	105	0.0
COc1ccc(NC(=O)c2ccc(-c3nn(C)c(=O)c4ccccc34)cc2)cc1C(N)=O	99	98	-2	100	83	103	112	0.1
CCCCC1CCC(C(=O)NC2CCS(=O)(=O)C2)CC1 (configuration not stated)	90	98	-4	93	102	103	101	0.0
O=C(NCC(=O)N(c1cccc(F)c1)C(C(=O)NC1CCCC1)c1cccnc1)c1ccco1 (configuration not stated)	110	99	-2	108	108	93	102	-0.3
Cc1ccc2[nH]c(=O)c(CN(Cc3cccnc3)C(=S)NCCCN(C)C)cc2c1	107	99	4	99	114	105	111	0.0
Fc1ccc(/C=N/N2CCOCC2)c(F)c1	92	87	3	92	99	88	96	0.0
O=C(C1CCC(=O)N1Cc1ccccc1Cl)N1CCN(c2ccc(F)cc2)CC1 (configuration not stated)	105	107	0	98	101	96	98	-0.1
COc1ccc(OC)c(C2C(C(C)=O)=C(O)C(=O)N2CCc2ccc(OC)c(OC)c2)c1 (configuration not stated)	107	92	4	92	82	88	91	0.2
Cc1cc(NS(=O)(=O)c2ccc(NC(=S)NC(=O)c3ccc(Cl)cc3Cl)cc2)no1	90	97	-3	99	106	97	99	-0.1
O=C(/C=C/c1ccco1)NC(=S)Nc1cc(C(F)(F)F)ccc1N1CCOCC1	96	98	12	107	100	99	101	0.2

Complete entries from above:
`CCOC(=O)C1CCCN(S(=O)(=O)CCNC(=O)c2ccccc2)C1` (configuration not stated) across the screens: CR mimetic SO = 140; MEP2 TOR yeast = 104; AHR activator = 1; RPL19A TOR yeast = 97; CIT2 TOR yeast = 95; LAP4-GFP MLPCN = 100; AGP1-GFP MLPCN = 94; Efflux pump mplx = 0.6
`N#C/C(=N\Nc1ccccc1F)C(=N)N1CCCCC1` across the screens: CR mimetic SO = 86; MEP2 TOR yeast = 102; AHR activator = 32; RPL19A TOR yeast = 98; CIT2 TOR yeast = 99; LAP4-GFP MLPCN = 96; AGP1-GFP MLPCN = 99; Efflux pump mplx = 0.0

New compounds follow.
SMILES	CR mimetic SO	MEP2 TOR yeast	AHR activator	RPL19A TOR yeast	CIT2 TOR yeast	LAP4-GFP MLPCN	AGP1-GFP MLPCN	Efflux pump mplx
COC(=O)[C@]1(C)CCC[C@@]2(C)C3CC[C@@]4(C)C[C@]3(CCC21)CC4=NO (some centres not stated)	111	79	-3	89	85	80	61	0.1
COc1ccc(C(CNC(=O)c2ccc(NS(=O)(=O)c3cccc([N+](=O)[O-])c3)cc2)N2CCOCC2)cc1 (configuration not stated)	119	97	-1	100	89	103	102	1.3
CS(=O)(=O)N1CC(C(=O)NC2CCCC2)Oc2ccc(Cl)cc21 (configuration not stated)	109	103	2	103	94	114	107	0.0
O=C(NCCO)c1nc(NCCO)c2ccccc2n1	114	109	2	102	97	104	104	0.4
O=C(N/N=C/c1ccco1)c1ccc(Br)o1	99	102	3	99	103	99	106	-0.3
CCOc1ccc(C(=O)N2CCn3c2nc2ccccc23)cc1	107	101	-3	100	107	106	106	-0.1
Cc1ccc(O)c(-c2cc(C(=O)NCc3ccccc3)[nH]n2)c1	103	106	22	103	100	96	97	0.0
O=C(COC(=O)c1ccc(Br)o1)Nc1cccc(S(=O)(=O)N2CCCCCC2)c1	90	102	0	91	94	97	97	0.0
c1ccc(-c2nn3cnnc3c3ccccc23)cc1	108	108	2	100	98	100	96	0.2
COc1cccc(N2CCN(c3ccc4nnc(CCC(=O)Nc5ccccn5)n4n3)CC2)c1	79	98	1	98	98	93	101	0.2
CC(OC(=O)C1CC(=O)N(Cc2ccccc2)C1)C(=O)Nc1ccccc1[N+](=O)[O-] (configuration not stated)	125	92	3	97	92	95	96	0.1
Cc1[nH]c2ccccc2c1C(=O)C(=O)N1CCN(c2ccccc2)CC1	109	108	1	104	102	97	107	-0.2
Clc1ccc(-c2nc3ncccn3c2Cl)cc1	120	94	87*	85	80	92	80	-0.1
COc1ccc(OC)c(COC(=O)c2cccc(S(=O)(=O)N3CCCCC3)c2)c1	104	103	0	97	100	99	97	0.0
O=C(O)Cc1ccc(NC(=O)c2ccc(Cl)c(Cl)c2)cc1	107	109	-4	98	101	105	102	0.0
Cc1c(Cl)cccc1NC(=S)NCc1ccc2c(c1)OCO2	93	96	1	99	93	91	93	0.0
O=C(CSc1nc2ccc(Cl)cc2[nH]1)c1cccs1	102	100	38	99	101	109	100	0.1
COc1ccc(N(Cc2cc3ccc(C)cc3[nH]c2=O)C(C)=O)cc1	97	100	4	101	98	96	103	-0.2
CCCn1cc(C(CC(=O)O)C(=O)O)c2ccccc21 (configuration not stated)	71	94	7	96	105	97	102	-0.2

Some values from above:
Reading for `O=C(CSc1nc2ccc(Cl)cc2[nH]1)c1cccs1` under CR mimetic SO: 102
Reading for `Cc1c(Cl)cccc1NC(=S)NCc1ccc2c(c1)OCO2` under RPL19A TOR yeast: 99
